MsrA inh: bovine MsrA enzyme inhibitors, primary screen, biochemical, absorbance, HTS. hit rate 0.75% among 360,000. purified bovine MsrA, absorbance read-out. inhibition, % at 15.5 µM. AID 651718, 2012; in the data active = inhibition above about 4.5%;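 note: 0% = vehicle wells with enzyme and 100% = reference inhibitor wells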
Rin1 Abl inh: inhibitors of Rin1-Abl protein binding, primary screen, biochemical, TR-FRET. hit rate 0.4% among 360,000. Tyrosine-protein kinase ABL1 (Homo sapiens) + Ras and Rab interactor 1 (Homo sapiens), …. inhibition, % at 7.35 µM. AID 588664, 2011; in the data active = inhibition above about 5%, passing the limit was not always enough
Target sequence (P00519 whole entry, looked up): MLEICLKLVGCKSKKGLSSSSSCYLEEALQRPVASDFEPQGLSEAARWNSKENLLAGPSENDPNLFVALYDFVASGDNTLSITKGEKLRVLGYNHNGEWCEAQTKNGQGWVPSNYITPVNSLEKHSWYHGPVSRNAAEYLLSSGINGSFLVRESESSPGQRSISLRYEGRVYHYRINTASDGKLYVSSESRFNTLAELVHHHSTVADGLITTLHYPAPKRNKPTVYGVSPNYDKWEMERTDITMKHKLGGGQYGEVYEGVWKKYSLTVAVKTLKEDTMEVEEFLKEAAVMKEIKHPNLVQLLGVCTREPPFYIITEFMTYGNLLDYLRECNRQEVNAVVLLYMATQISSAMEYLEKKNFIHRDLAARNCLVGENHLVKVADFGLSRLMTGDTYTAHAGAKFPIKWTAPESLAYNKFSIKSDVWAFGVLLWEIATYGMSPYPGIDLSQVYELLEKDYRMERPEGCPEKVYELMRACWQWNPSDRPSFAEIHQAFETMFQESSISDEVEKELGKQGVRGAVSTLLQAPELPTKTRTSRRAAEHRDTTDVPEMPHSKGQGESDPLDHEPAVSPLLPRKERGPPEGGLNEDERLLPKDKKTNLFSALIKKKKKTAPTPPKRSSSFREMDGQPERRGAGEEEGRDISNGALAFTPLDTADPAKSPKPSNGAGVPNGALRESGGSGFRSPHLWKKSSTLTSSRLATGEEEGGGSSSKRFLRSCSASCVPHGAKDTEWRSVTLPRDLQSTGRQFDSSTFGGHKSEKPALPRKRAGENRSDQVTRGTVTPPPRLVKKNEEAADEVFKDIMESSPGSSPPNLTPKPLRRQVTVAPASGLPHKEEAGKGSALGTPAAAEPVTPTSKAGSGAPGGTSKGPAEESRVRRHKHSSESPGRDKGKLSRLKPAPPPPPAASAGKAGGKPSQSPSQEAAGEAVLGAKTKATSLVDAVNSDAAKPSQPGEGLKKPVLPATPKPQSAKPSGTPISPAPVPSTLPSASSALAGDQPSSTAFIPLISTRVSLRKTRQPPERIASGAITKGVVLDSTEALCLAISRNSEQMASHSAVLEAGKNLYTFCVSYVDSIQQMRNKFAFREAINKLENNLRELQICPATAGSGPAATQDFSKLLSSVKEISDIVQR
Target sequence (Q13671 whole entry, looked up): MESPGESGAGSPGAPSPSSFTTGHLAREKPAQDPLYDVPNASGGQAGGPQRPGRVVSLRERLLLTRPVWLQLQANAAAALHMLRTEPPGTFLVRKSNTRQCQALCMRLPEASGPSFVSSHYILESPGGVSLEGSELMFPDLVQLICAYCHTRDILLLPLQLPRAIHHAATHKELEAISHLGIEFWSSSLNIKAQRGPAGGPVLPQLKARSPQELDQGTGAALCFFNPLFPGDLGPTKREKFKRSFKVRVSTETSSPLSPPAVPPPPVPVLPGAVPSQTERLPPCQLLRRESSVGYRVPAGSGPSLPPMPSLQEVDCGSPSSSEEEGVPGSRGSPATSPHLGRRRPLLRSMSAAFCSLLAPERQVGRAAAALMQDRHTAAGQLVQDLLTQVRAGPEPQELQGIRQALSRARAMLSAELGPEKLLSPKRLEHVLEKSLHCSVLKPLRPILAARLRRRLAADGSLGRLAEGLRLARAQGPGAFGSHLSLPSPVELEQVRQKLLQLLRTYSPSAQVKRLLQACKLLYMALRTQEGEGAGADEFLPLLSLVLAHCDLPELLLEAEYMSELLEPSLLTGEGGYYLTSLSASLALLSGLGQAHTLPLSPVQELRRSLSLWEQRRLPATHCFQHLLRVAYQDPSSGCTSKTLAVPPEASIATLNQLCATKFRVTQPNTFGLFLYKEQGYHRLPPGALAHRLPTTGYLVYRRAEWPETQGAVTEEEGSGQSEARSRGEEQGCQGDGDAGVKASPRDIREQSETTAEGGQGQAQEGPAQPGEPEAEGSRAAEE
MsrA act: bovine MsrA enzyme activators, primary screen, biochemical, absorbance, HTS. AID 602163, 2012. purified bovine MsrA, absorbance read-out. Methionine sulfoxide reductase A (Bos taurus). activation, % at 10.6 µM. hit rate 0.3% among 360,000; in the data active = activation above about 7.5%;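 note: 0% = vehicle and 100% = reference activator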
FAS TE block: FAS thioesterase domain inhibitors, primary screen, biochemical, fluorescence intensity, uHTS; inhibition, % at 15 µM; recombinant FAS-TE, OMFH fluorogenic substrate, fluorescence endpoint; Fatty acid synthase (Homo sapiens), P49327; hit rate 0.67% among 360,000; AID 602261, 2012;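 active = compounds whose normalised, plate-corrected inhibition of enzyme fluorescence in the single-dose primary screen is 50% or more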;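 note: 0% = DMSO with enzyme and 100% = substrate without enzyme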
NRP1-CendR mod: modulators of CendR peptide binding to NRP-1, primary screen, biochemical, fluorescence polarization, uHTS. FAM-RPARPAR peptide binding to NRP-1. inhibition, % at 25 µM. hit rate 0.85% among 360,000;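 active = inhibition or corrected inhibition above about 18%, plus a signal ratio from 0.5 to 1.5, limit read from the data, passing the limit was not always enough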; note: strong numbers were not always called active
SKN-1 inh: suppressors of acrylamide-induced Pgst-4::GFP reporter in worms, primary screen, SKN-1 inhibitor project, whole organism, uHTS, GFP/RFP fluorescence ratio, strain VP596; C. elegans VP596 Pgst-4::GFP/RFP ratio, 24 h; inhibition, % at 21.8 µM; hit rate 0.49% among 360,000; AID 624304, 2012;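 active = interference check ratio from 0.5 to 1.5 plus GFP to RFP signal ratio inhibition reaching or exceeding a fixed threshold, cut at about 30% in these data, passing the limit was not always enough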; note: some compounds called inactive have numbers as strong as hits
E coli Lon inh: inhibitors of E. coli Lon protease, primary screen, biochemical, fluorescence polarization; P0A9M0; purified E. coli Lon protease; inhibition, % at 7.94 µM; hit rate 0.42% among 360,000; AID 602123, 2011; in the data active = inhibition above about 13%, passing the limit was not always enough;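 note: 0% = enzyme with probe and DMSO and 100% = no enzyme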
Neddyl block: inhibitors of cullin neddylation, primary screen, biochemical, TR-FRET, uHTS, NAE and Ubc12; calls only at 25 µM; hit rate 0.58% among 360,000; AID 651699, 2012; in the data active = inhibition above about 36%
MT1-MMP act inh: blockers of MT1-MMP proenzyme processing, primary screen, HT1080 RFP-PRO-GFP cells, GFP/RFP fluorescence | Matrix metalloproteinase-14 (Homo sapiens), P50281 | GFP/RFP ratio fluorescence, overnight; percent of plate control window, DMSO zero | GFP/RFP ratio change, % at 20 µM | hit rate 0.061% among 360,000 | AID 651647, 2012;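 active = GFP/RFP ratio change of at least 30% with cell ATP level not reduced by more than half and red fluorescence within 50% of control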; note: strong numbers were not always called active
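Assay system: RFP-PRO-GFP reporter HT1080 cells; read-out basis: GFP/RFP fluorescence ratio; benchmarks: DMSO wells and RFP-L50D-GFP cells; doses: 20 µM single dose, 1% DMSO; schedule: overnight cell settling, then overnight compound exposure, 37 °C, 5% CO2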
* hit, by the source's call; i = inactive; x = no result given; + = active, no number.

SMILES | MsrA inh | Rin1 Abl inh | MsrA act | FAS TE block | NRP1-CendR mod | SKN-1 inh | E coli Lon inh | Neddyl block | MT1-MMP act inh
Cc1ccc(Nc2ccc(C(=O)NCCc3ccccc3)cn2)cc1 | 0.9 | -1 | -2 | 2 | -2 | 1 | -3 | + | -1
O=C(O)c1ccccc1S(=O)(=O)CC(=O)N1CCCCC1 | -0.7 | 1 | -1 | -3 | 9 | 2 | 8 | i | 2
C[C@H]1CN([C@@H](C)CO)C(=O)CCCn2nncc2CO[C@@H]1CN(C)Cc1ccc2c(c1)OCO2 | -0.6 | -1 | -1 | -3 | 11 | 12 | 10 | i | -3
Cc1cc(=O)[nH]c(N/N=C/c2sccc2C)n1 | 4.8* | 0 | -4 | -8 | 3 | 6 | -1 | i | 1
Cc1nc2nc(C)c(CCC(=O)N3CCc4ccccc43)c(C)n2n1 | -1.0 | -2 | -8 | -6 | 4 | -2 | -5 | i | 1
CCn1c(=O)cc(N2CCOCC2)[nH]c1=O | -1.2 | 3 | -3 | 4 | -6 | -1 | 2 | i | 5
O=S(=O)(c1cccc(-c2nnc3n2CCCCC3)c1)N1CCOCC1 | 1.7 | -3 | -2 | -4 | -1 | -2 | -5 | i | -1
Cc1cc(Cl)cc(Cl)c1OCCN1CCCC1 | 1.4 | -4 | -8 | -3 | -7 | 5 | -1 | i | -2
COc1ccc(/C=C2\SC(=S)N(CC(=O)OCC(=O)Nc3ccc([N+](=O)[O-])cc3OC)C2=O)cc1 | -0.1 | -3 | -3 | -3 | -1 | 7 | 9 | i | 0
Cc1ccc(C(=O)O)cc1S(=O)(=O)N1CCOCC1 | 0.3 | 4 | -7 | -8 | 2 | -13 | 1 | i | -4
C=CCO/N=C(\C)c1c(O)c(C)c(-c2ccccc2)n(-c2ccccc2)c1=O | 0.4 | -1 | -5 | -6 | 10 | -10 | -4 | i | 7
Cc1cccc(-c2nn(-c3ccccc3)cc2C(=O)Nc2cccc(S(=O)(=O)NC3=NCCC3)c2)c1 | 0.1 | 1 | -4 | 7 | -19 | 2 | 4 | i | 3
Cc1ccc(/C=C/C(=O)Nc2ccc(S(=O)(=O)Nc3ncccn3)cc2)cc1 | 1.0 | -2 | -12 | -10 | -3 | -11 | 5 | i | -2
O=C(c1ccccc1OCc1ccccc1Br)N1CCN(c2ncccn2)CC1 | 0.3 | 1 | -11 | 17 | -3 | -24 | -3 | i | -1
COc1ccc(-n2nc(C(=O)NCC(=O)NCCN(C)C)c3ccccc3c2=O)c(OC)c1 | 2.1 | -3 | -1 | -7 | 7 | -7 | 6 | i | 0
Cc1cccc(Cl)c1NC(=O)NCCCN1CCCCC1C (centres undefined) | 2.0 | 1 | -8 | -4 | 12 | -4 | -7 | i | 2
CCc1ccccc1Nc1nc2ccccc2n1CC | 1.6 | 1 | -1 | -4 | 1 | -2 | 0 | i | -3
O=C(NC1CCCC1)C1CCN(C(=O)c2ccc(Cl)cc2Cl)CC1 | -0.7 | 3 | -2 | -7 | 6 | -4 | 3 | i | 2
CC1(C)Cc2c(c(=S)nc(-c3ccccc3)n2Cc2cccnc2)CO1 | 4.4 | -4 | -7 | -6 | 2 | 18 | 6 | i | 1
Cc1ccsc1C(=O)OCC(=O)NCc1cccs1 | -1.8 | -1 | 0 | -2 | 2 | 12 | -9 | i | 1
COC(=O)[C@H](CC(C)C)NC(=O)Cn1cnc2c(OCc3ccccc3)ncnc21 | 0.8 | 1 | -2 | -1 | -1 | -2 | -6 | i | 4
COc1cc(CN2CCNC(=O)C2CC(=O)NCCc2ncccc2C)cc(OC)c1 (centres undefined) | 0.3 | -1 | -3 | -4 | 18 | -3 | 13 | i | -18
CCOC(=O)C1(C)Oc2ccccc2C(c2ccc(OC)cc2)=C1C(=O)OC (centres undefined) | 1.2 | -6 | -2 | 10 | -8 | 7 | -10 | i | -1
COc1ccc2c(c1)Cc1sc(NC(=O)c3ccccc3)nc1-2 | 1.1 | 1 | -1 | 1 | -17 | 42* | -2 | i | -2
COC(=O)Cn1c2ccc(C)cc2c2nc3ccccc3nc21 | 0.8 | -4 | -8 | 4 | 1 | 8 | 5 | x | 0

Additional entries follow.
SMILES | MsrA inh | Rin1 Abl inh | MsrA act | FAS TE block | NRP1-CendR mod | SKN-1 inh | E coli Lon inh | Neddyl block | MT1-MMP act inh
COC(=O)c1ccc(C)c(NC(=O)CN(c2ccc3c(c2)OCO3)S(C)(=O)=O)c1 | -1.4 | 0 | -11 | -5 | 12 | 1 | -9 | i | -2
CC(=O)NC(C)c1nc2ccccc2n1Cc1ccccc1F (centres undefined) | 0.2 | 4 | -3 | -5 | -5 | 15 | 0 | i | -4
CN(C(=O)c1cccc(NC(=O)Cc2ccc(NC(=O)C3CCCN(C(=O)C4CCCC4)C3)cc2)c1)C1CCCCC1 (centres undefined) | 0.1 | 1 | 0 | -2 | -8 | 1 | 0 | i | -3
COc1ccc(NC(=O)NCc2ccccn2)cc1 | 1.4 | 0 | -4 | -10 | 12 | 5 | 10 | i | -2
COc1cccc(/C=C2\N=C(C3CCCCC3)OC2=O)c1OC | -0.6 | 2 | -1 | 12 | -7 | -2 | 1 | i | -5
CC1CCCC(C)N1C(=O)COC(=O)CCC(=O)c1ccc(F)cc1 (centres undefined) | -0.6 | 3 | -4 | -4 | 6 | -13 | 12 | i | -2
CC1(C)Oc2c(ccc(O)c2CN2CCOCC2)C2=C1CCCC2 | -0.1 | 1 | -2 | 3 | 5 | 0 | -3 | i | -1
COC(=O)C(O)(NC(=O)NC(C)=O)C(F)(F)F (centres undefined) | 2.1 | 0 | -13 | -3 | 8 | 15 | -6 | i | -1
O=C1CSc2ccccc2N1Cc1ccc(F)cc1 | -1.3 | 1 | 0 | 11 | 11 | 9 | 0 | i | 2
CC(=O)OC1C(OC(C)=O)N(C(C)=O)C(=O)N1C(C)=O (centres undefined) | 0.0 | 1 | 1 | -3 | 7 | 5 | -9 | i | 3
CCOc1ccc(NC(=O)CC(Cc2ccc(Cl)cc2)C(=O)O)cc1 (centres undefined) | -1.8 | 1 | -2 | -2 | 1 | 25 | -4 | i | 1
CCN1CCN(c2cc(C)c3cc(NC(=S)N4CCN(c5ccccc5F)CC4)ccc3n2)CC1 | 0.5 | -4 | -2 | -2 | 2 | 8 | -4 | i | 2
O=C(NC1CCCC1)C1c2ccccc2OCC(=O)N1CC(F)(F)F (centres undefined) | -1.1 | x | -2 | -6 | 7 | 10 | 7 | i | 3
CCOCCc1nn2c(=O)cc(CSCC(=O)Nc3ccccc3)nc2s1 | 0.6 | -3 | -1 | -6 | 6 | 12 | -5 | i | 0
O=C(c1ccc(Cn2ccc([N+](=O)[O-])n2)cc1)N1CCN(Cc2ccccc2)CC1 | -0.5 | 0 | -4 | -5 | 2 | -14 | -5 | i | 9
COc1ccc(NC(=S)N2CCC(NC(=O)c3ccccc3C)CC2)cc1 | 0.1 | 2 | -1 | -2 | -6 | 9 | 8 | i | 3
CCOC(=O)c1ccc2nc(C)c(CCC(C)=O)c(Cl)c2c1 | 0.4 | -5 | 0 | 11 | 14 | 1 | 20* | i | -2
COc1ccc([C@H]2C[C@H](O)[C@@H](n3cc(C4CC4)nn3)CN2CC2CCCCC2)cc1 | -0.1 | 1 | -6 | 15 | -7 | -4 | -2 | i | -1
COCCNC(=S)N/N=C(\C)c1ccccc1OC | -0.4 | -4 | -3 | -9 | -1 | 9 | 2 | i | -4
CC(Oc1ccc(F)cc1F)C(=O)/C=C/N(C)C (centres undefined) | 0.5 | 1 | -3 | -3 | -4 | 6 | -4 | i | -1
CC(C)Nc1ncnc2c1cnn2-c1ccccc1 | -1.1 | 0 | 0 | -2 | 8 | -11 | -10 | i | -1
Cc1ccc2nc3n(c(=O)c2c1)-c1cc2ccccc2cc1C(=O)NC3Cc1ccc(O)cc1 (centres undefined) | 1.7 | -3 | -1 | 16 | 0 | 5 | -3 | i | -16
Cc1nn(Cc2ccccc2Cl)c(C)c1NC(=O)CCCn1nc([N+](=O)[O-])c(Cl)c1C | 0.5 | 3 | 1 | 39 | -3 | -1 | 2 | i | 5
Cc1cc(C)cc(NC(=O)c2ccc3c(c2)CCN3S(C)(=O)=O)c1 | 0.7 | 2 | -1 | 0 | 0 | 5 | -5 | i | 8
CCOC(=O)C1(Cc2ccccc2)CCCN(C(=O)c2cnn(CC)c2)C1 (centres undefined) | -0.8 | 2 | -2 | -11 | -6 | -5 | -5 | i | 1

(list continues)
SMILES | MsrA inh | Rin1 Abl inh | MsrA act | FAS TE block | NRP1-CendR mod | SKN-1 inh | E coli Lon inh | Neddyl block | MT1-MMP act inh
O=c1ccccn1Cc1c(F)cccc1Cl | 0.5 | 1 | 0 | -6 | 11 | 12 | -9 | i | -2
COc1ccccc1CN1C[C@@H]2C[C@@H](c3ccc4nsnc4c3)N3CCC[C@@]23C1=O | 1.6 | 22* | 3 | -3 | 14 | -4 | -18 | i | -1
CC(O)(c1cccc(F)c1)c1nc(-c2ccoc2)cs1 (centres undefined) | -0.2 | 0 | -3 | -5 | -13 | 6 | -21 | i | 2
COc1cc2c(=O)n(CCC(=O)NCC3CCCO3)c(=O)n(CC(=O)Nc3ccc(F)cc3)c2cc1OC (centres undefined) | 0.1 | 1 | -1 | 0 | 10 | -7 | 5 | i | 3
O=c1oc(-c2cccs2)nc2sc3c(c12)CCCC3 | 0.9 | -1 | 0 | 20 | -5 | 7 | -2 | i | 1
C=CCNC(=O)CSc1nc2sccc2c(=O)n1-c1ccccc1 | 0.9 | -3 | -2 | 1 | 7 | 3 | -3 | i | -3
O=C(COC(=O)c1ccc(O)cc1O)Nc1cc(-c2ccccc2)nn1-c1ccccc1 | -1.4 | 5 | -5 | 14 | 0 | -7 | 0 | i | -5
Cc1ccc(C(=O)NCCNC(=O)c2ccccn2)cc1 | -0.1 | 0 | -1 | -2 | 7 | 13 | 1 | i | 3
Cc1ccc(NC(=O)c2ccc([N+](=O)[O-])cc2Cl)nc1 | 0.4 | -5 | -8 | -7 | 7 | -5 | -1 | i | 8
COc1ccc2ccccc2c1C=NN1CCCCC1 | 0.8 | 0 | 0 | 6 | -2 | -3 | 16 | i | 1
Cc1ccc(C2CCN(C(=S)NC3CCCCC3)C2)cc1 (centres undefined) | -0.9 | 0 | 0 | 18 | 1 | 9 | -8 | i | -8
CCc1ccc2c(c1)Sc1ccccc1CC2N1CCN(C)CC1 (centres undefined) | -1.4 | 2 | -1 | 14 | 12 | 33 | -8 | i | -11
COC(=O)C(Cc1ccc(O)cc1)N1Cc2ccccc2C1=O (centres undefined) | -0.1 | -1 | -13 | -5 | 0 | -20 | 2 | i | -9

A portion from further up:
SMILES | MsrA inh | Rin1 Abl inh | MsrA act | FAS TE block | NRP1-CendR mod | SKN-1 inh | E coli Lon inh | Neddyl block | MT1-MMP act inh
C=CCNC(=O)CSc1nc2sccc2c(=O)n1-c1ccccc1 | 0.9 | -3 | -2 | 1 | 7 | 3 | -3 | i | -3
O=C(COC(=O)c1ccc(O)cc1O)Nc1cc(-c2ccccc2)nn1-c1ccccc1 | -1.4 | 5 | -5 | 14 | 0 | -7 | 0 | i | -5

Ordered by the number under NRP1-CendR mod (ascending): some entries from above
molecule,NRP1-CendR mod
COc1cccc(/C=C2\N=C(C3CCCCC3)OC2=O)c1OC,-7
CC1CCCC(C)N1C(=O)COC(=O)CCC(=O)c1ccc(F)cc1 (centres undefined),6
C=CCO/N=C(\C)c1c(O)c(C)c(-c2ccccc2)n(-c2ccccc2)c1=O,10

Assay outcomes deposited in PubChem BioAssay by several laboratories.
